GRK2 inh – blocks RNA aptamer binding to human GRK2. inhibition of aptamer binding, % at 10 µM. hit rate 0.59% among 330,000. P25098. bead flow cytometry, FAM-aptamer displacement from GRK2. AID 488847;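 active means inhibition of aptamer binding above 40%, roughly 3 SD of noise, on plates passing a quality check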;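 further: median bead fluorescence of bound FAM aptamer so fluorescent compounds give negative values; no value below 0 was filed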
GLD-1 RNA inh – GLD-1-TGE RNA interaction inhibition (C. elegans); Q17339; purified GLD-1 + fluorescein TGE RNA, fluorescence polarization; inhibition, % at 5.96 µM; hit rate 0.44% among 320,000;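 active means percent inhibition above a per-plate cutoff, the plate mean of test compounds plus 3 SD, cut at about 30% in these data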;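 further: 0% = DMSO wells with GLD-1 and probe and 100% = wells lacking GLD-1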
MEX-5 binding – C. elegans MEX-5 TCR-2 RNA binding activity; MEX-5/FITC-TCR2 RNA binding, fluorescence polarization; active compounds read low; Q9XUB2; activity score (negative = inhibition of binding), % at 10 µM; hit rate 0.38% among 300,000;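 active means inhibition past about -25% in most replicates, and total fluorescence under double the plate's negative control median, limit read from the data; inconclusive means replicates evenly split on the limit, or fluorescence at least double controls; inactive means too little inhibition in most replicates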;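 further: 0% = DMSO and -100% = 5 µM competing unlabeled TCR2 RNA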
Fam108B inh – counter-screen for RBBP9 inhibitors: inhibitors of mouse Fam108B | recombinant Fam108B, FP-Rh probe fluorescence polarization | inhibition, % at 9.51 µM | hit rate 0.33% among 300,000;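 active means inhibition above the screen mean inhibition plus 3 SD, computed separately per campaign, cut at about 18% in these data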;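 further: inhibitors lower polarization as less probe binds the enzyme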
BCLXL inh – blocks human Bcl-xL binding to Bim BH3 peptide; Q07817; GST-Bcl-xL / FITC-Bim BH3 peptide fluorescence polarization; inhibition, % at 10.9 µM; hit rate 0.7% among 320,000;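 active means inhibition above the mean of all tested compounds plus 3 SD, cutoff set per campaign, cut at about 30% in these data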;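 further: 0% = DMSO wells and 100% = unlabeled Bim-BH3 peptide competitor; inhibitors lower millipolarization by displacing the labeled peptide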
VLA-4 inh – inhibition in a human VLA-4 binding assay; VLA-4 expressing cells, ligand binding flow cytometry; inhibition, % (about 7 µM as worked out from the volumes in the protocol); hit rate 0.2% among 330,000; in the data active means inhibition above about 50%
Target sequence (P13612 whole entry, looked up): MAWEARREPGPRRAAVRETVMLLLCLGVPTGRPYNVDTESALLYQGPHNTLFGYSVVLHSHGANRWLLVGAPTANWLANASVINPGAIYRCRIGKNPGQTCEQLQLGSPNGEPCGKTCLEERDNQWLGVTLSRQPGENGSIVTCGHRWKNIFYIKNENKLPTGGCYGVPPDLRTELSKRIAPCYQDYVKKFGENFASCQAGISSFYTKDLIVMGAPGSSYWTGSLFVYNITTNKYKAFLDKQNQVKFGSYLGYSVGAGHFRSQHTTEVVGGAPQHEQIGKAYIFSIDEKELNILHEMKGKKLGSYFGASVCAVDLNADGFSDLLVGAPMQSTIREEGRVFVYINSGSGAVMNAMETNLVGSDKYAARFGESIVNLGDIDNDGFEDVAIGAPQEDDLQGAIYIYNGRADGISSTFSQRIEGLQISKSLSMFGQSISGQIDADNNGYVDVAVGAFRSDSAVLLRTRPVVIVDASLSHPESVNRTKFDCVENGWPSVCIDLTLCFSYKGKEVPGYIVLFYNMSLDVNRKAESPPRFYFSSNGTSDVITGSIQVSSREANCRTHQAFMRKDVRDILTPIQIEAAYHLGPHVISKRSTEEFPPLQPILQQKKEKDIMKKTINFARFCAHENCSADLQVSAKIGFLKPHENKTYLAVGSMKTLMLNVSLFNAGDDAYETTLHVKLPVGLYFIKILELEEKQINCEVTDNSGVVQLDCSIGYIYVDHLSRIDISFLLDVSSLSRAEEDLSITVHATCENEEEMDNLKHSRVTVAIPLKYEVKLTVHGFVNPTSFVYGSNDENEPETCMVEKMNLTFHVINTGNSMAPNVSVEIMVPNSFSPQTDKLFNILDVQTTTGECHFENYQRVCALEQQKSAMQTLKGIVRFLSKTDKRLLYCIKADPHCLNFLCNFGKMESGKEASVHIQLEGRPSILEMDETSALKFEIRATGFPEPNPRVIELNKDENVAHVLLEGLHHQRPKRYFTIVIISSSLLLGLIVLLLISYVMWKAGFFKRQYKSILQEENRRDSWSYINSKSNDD
MCL1 BIM primary – disrupts human MCL1 binding to BIM-BH3 peptide | hit rate 0.68% among 320,000 | GST-MCL1 / FITC-Bim-BH3 fluorescence polarization | inhibition, % at 10.9 µM;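 active means inhibition above the mean inhibition of all tested compounds plus 3 SD, set per campaign, cut at about 40% in these data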;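 further: 0% = DMSO wells and 100% = unlabeled Bim-BH3 peptide control; higher means more loss of mP so more displacement of Bim peptide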
AGP1-GFP MLPCN – yeast TOR pathway AGP1-GFP modulation; hit rate 0.02% among 320,000; GFP response vs DMSO, % at 10 µM; S. cerevisiae AGP1-GFP multiplex flow cytometry, 3 h; GFP as percent of DMSO wells;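 active means GFP response relative to DMSO above a set limit, near screen average plus 3 SD, cut at about 150% in these data; inconclusive means fewer than 70 cells counted for the yeast strain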;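 further: median GFP channel fluorescence of the gated AGP1 strain per well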
CIT2-GFP yeast – yeast TOR pathway CIT2-GFP modulation. hit rate 0.065% among 320,000. GFP response vs DMSO, % at 10 µM. AID 2029. S. cerevisiae CIT2-GFP strain, flow cytometry, 3 h; 100 means same as DMSO wells;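 active means GFP response relative to DMSO above a set limit, near the screen mean plus 3 SD, cut at about 150% in these data; inconclusive means Fewer than 70 cells measured for a yeast strain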;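 further: ratio of well median GFP fluorescence to mean of DMSO wells on the plate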
Starred values were filed as active, the others as inactive; ? = inconclusive; nt = not tested or not shown. An unsorted share of the library. About 2.2% of those tested had a hit in this group.

SMILES	GRK2 inh	GLD-1 RNA inh	MEX-5 binding	Fam108B inh	BCLXL inh	VLA-4 inh	MCL1 BIM primary	AGP1-GFP MLPCN	CIT2-GFP yeast
O=C(CC1SC(N2CCCC2)=NC1=O)Nc1ccc(C(=O)N2CCCC(C(F)(F)F)C2)cc1 (stereo unspecified)	4.0	7.8	-4.1	-3.6	2.3	1.5	2.9	111.2	105.6
COc1ccc(-n2nc(C(=O)NCC(=O)Nc3cc(OC)c(OC)c(OC)c3)c3ccccc3c2=O)cc1OC	5.0	-1.3	2.3	-1.4	4.7	7.1	4.8	97.1	98.6
CC1CCN(S(=O)(=O)c2cccc(-c3cn4cc(Cl)ccc4n3)c2)CC1	0.0	6.3	3.1	-3.2	3.3	2.5	-2.2	98.2	87.1
CCOC(=O)c1nnn(-c2nonc2N)c1-c1ccc(OC)cc1	0.0	0.1	0.7	0.4	4.1	4.4	1.5	93.4	91.2
O=C1C2CCCN2C(=O)N1CCCCN1CCN(c2cccc(C(F)(F)F)c2)CC1 (stereo unspecified)	nt	5.7	0.0	0.1	-0.4	0.9	-2.0	95.9	120.2
CCc1ccc(NC(=O)CSc2nnc(CNC(=O)c3ccc(OC)cc3)o2)cc1	2.0	-0.7	nt	-1.2	-1.4	-5.2	-1.1	104.5	101.2
COc1ccc(C)cc1Nc1n[n+](C)c(-c2ccc(O)cc2O)s1	3.0	-3.5	0.4	0.1	0.8	-12.3	7.9	97.2	99.3
COc1ccc(N=CC2=C(O)CC(C)(C)CC2=O)cc1	5.0	-2.7	0.5	-3.8	8.2	2.0	7.5	102.8	106.1
Cc1c(OCC(=O)NCCCn2ccnc2)ccc2c3c(c(=O)oc12)CCC3	0.0	-2.9	2.7	-0.4	4.7	4.1	-2.2	104.7	105.7
COc1ccc(N(C)S(=O)(=O)c2cccc3cccnc23)c(OC)c1	1.0	3.1	-0.8	-0.4	1.5	-3.4	6.6	94.8	93.9
CCOCCCNC(=S)N(Cc1ccco1)Cc1cc2cc3c(cc2[nH]c1=O)OCCO3	6.0	-1.6	0.0	-2.0	-1.1	0.6	-0.4	95.6	84.1
O=C(c1ccc(F)cc1)C1CCN(C(=O)NC2CCCCC2)CC1	0.0	5.1	-0.4	0.0	1.8	-19.8	3.4	96.7	103.2
O=C(Nc1ccccc1C(=O)O)/C(=C/c1ccc([N+](=O)[O-])cc1)NC(=O)c1ccc(Br)o1	80.0*	1.4	-0.8	-1.9	11.5	-5.2	22.2	94.6	77.3
COc1cccc(CN(CC2CCCO2)S(=O)(=O)c2ccc(-n3cnnn3)c(OC)c2)c1 (stereo unspecified)	0.0	8.9	1.5	0.3	10.2	-9.8	6.4	98.4	102.3
COc1ccc(C(=O)OCC(=O)N(C)C2CCS(=O)(=O)C2)cc1S(=O)(=O)N(C)Cc1ccccc1 (stereo unspecified)	0.0	1.3	-0.1	-0.2	1.8	-7.9	-0.3	103.7	93.6

Quoted at random: 6 entries already listed.
SMILES	GRK2 inh	GLD-1 RNA inh	MEX-5 binding	Fam108B inh	BCLXL inh	VLA-4 inh	MCL1 BIM primary	AGP1-GFP MLPCN	CIT2-GFP yeast
COc1ccc(N=CC2=C(O)CC(C)(C)CC2=O)cc1	5.0	-2.7	0.5	-3.8	8.2	2.0	7.5	102.8	106.1
COc1ccc(-n2nc(C(=O)NCC(=O)Nc3cc(OC)c(OC)c(OC)c3)c3ccccc3c2=O)cc1OC	5.0	-1.3	2.3	-1.4	4.7	7.1	4.8	97.1	98.6
CCOCCCNC(=S)N(Cc1ccco1)Cc1cc2cc3c(cc2[nH]c1=O)OCCO3	6.0	-1.6	0.0	-2.0	-1.1	0.6	-0.4	95.6	84.1
O=C1C2CCCN2C(=O)N1CCCCN1CCN(c2cccc(C(F)(F)F)c2)CC1 (stereo unspecified)	nt	5.7	0.0	0.1	-0.4	0.9	-2.0	95.9	120.2
COc1ccc(N(C)S(=O)(=O)c2cccc3cccnc23)c(OC)c1	1.0	3.1	-0.8	-0.4	1.5	-3.4	6.6	94.8	93.9
Cc1c(OCC(=O)NCCCn2ccnc2)ccc2c3c(c(=O)oc12)CCC3	0.0	-2.9	2.7	-0.4	4.7	4.1	-2.2	104.7	105.7

Remaining list, next part:
SMILES	GRK2 inh	GLD-1 RNA inh	MEX-5 binding	Fam108B inh	BCLXL inh	VLA-4 inh	MCL1 BIM primary	AGP1-GFP MLPCN	CIT2-GFP yeast
Cc1cccc(Sc2c(C=O)c3ccccc3n2C)c1	2.0	2.8	0.4	-6.3	2.7	-70.9	2.8	?	?
COc1ccc2cc(CN(Cc3ccco3)C(=S)NCC3CCCO3)c(=O)[nH]c2c1 (stereo unspecified)	1.0	2.8	0.1	1.7	4.9	-9.5	11.0	104.3	104.8
CN1CCN(S(=O)(=O)c2cccc(C(=O)Nc3ccccc3N3CCCCC3)c2)CC1	0.0	3.6	2.6	-0.2	-3.0	-8.5	-7.6	104.5	98.4
COc1ccc(Cl)cc1NS(=O)(=O)c1cccc(C(=O)NCC(c2ccco2)N2CCCC2)c1 (stereo unspecified)	0.0	-3.9	2.1	1.2	0.2	7.2	1.5	105.3	87.3
O=C(CCCC1=NS(=O)(=O)c2ccccc2N1)NCCc1ccc(Cl)cc1	0.0	-3.5	0.1	-0.8	5.7	-7.0	3.7	105.7	100.5
O=C(COC(=O)C12CC3CC(CC(C3)C1)C2)NC12CC3CC(CC(C3)C1)C2	0.0	3.7	0.1	-2.7	-2.3	-16.3	-13.8	105.2	107.6
CN(C)/C=C(\C#N)C(=O)Nc1ccc(F)c(Cl)c1	0.0	-1.8	2.3	-2.6	3.7	5.8	2.8	98.9	99.9
COc1ccc(-c2n[nH]c(=S)n2-c2ccc3c(c2)OCCO3)cc1	2.0	4.2	-1.2	1.2	-14.9	9.9	-13.2	97.8	97.8
CCOc1ccc(S(=O)(=O)Nc2ccc(C(=O)N3CCCC3)cc2)cc1C(N)=O	0.0	5.2	-2.8	1.4	-2.7	4.7	-6.1	97.2	94.3
CCc1ccc(OCC(=O)N2CCN(c3ccccc3F)CC2)cc1	5.0	-2.6	0.9	-2.6	5.3	-1.2	2.1	86.8	81.6
CC(=O)Cn1c(CN2CCN(C(=O)c3ccco3)CC2)nc2c1c(=O)n(C)c(=O)n2C	3.0	1.2	0.3	-3.8	0.8	0.6	2.8	98.4	105.9
COc1ccc(-n2ncc3c2CC(C)(C)CC3NC(=O)CCc2c(C)noc2C)cc1 (stereo unspecified)	0.0	4.3	-3.3	-2.6	5.6	3.8	3.5	96.9	95.8
CN1CCN(S(=O)(=O)c2ccc3[nH]cc(C(=O)O)c(=O)c3c2)CC1	4.0	2.9	-0.9	2.8	2.9	1.3	2.7	105.7	104.5
O=C(CSC1CCCCC1)Nc1ccccc1Br	0.0	10.5	1.1	-2.0	3.1	24.0	-1.1	98.7	101.4
O=C(Cn1cnc2ccccc2c1=O)c1ccc2c(c1)OCCO2	0.0	1.2	-1.3	-1.6	-0.2	-10.6	-0.2	101.4	97.7
Cc1ccc(Cl)cc1NC(=O)CSc1sc2c(O)cc(=O)[nH]c2c1C#N	6.0	-1.2	-0.9	-2.5	8.9	-13.3	13.4	100.8	101.2
Cc1nnc2ccc(-c3ccc(NC(=O)c4cccnc4Cl)cc3)nn12	4.0	7.4	-1.5	5.6	3.1	-0.4	3.2	104.1	107.8
CCOC(=O)c1c(C)c(-c2ccccc2)n(CC(=O)N2CCCC2)c1C	3.0	-4.5	2.8	-1.7	1.1	0.0	10.9	98.8	90.2
N#CC1=C(N)C(C#N)(C#N)[C@H](c2ccoc2)[C@H]2CN(Cc3ccccc3)CC=C12	0.0	74.8*	-46.2*	1.2	114.1*	-18.9	125.2*	98.0	98.2
O=C(COC(=O)c1cc(S(=O)(=O)N2CCCC2)ccc1O)Nc1ccccc1Br	0.0	-6.4	nt	nt	nt	-9.9	nt	106.5	110.7
CCN(CC)C(=O)Cn1cc(C(=O)C(=O)NCc2ccccn2)c2ccccc21	1.0	0.2	0.1	1.2	2.5	1.8	11.7	103.2	101.8
O=C(C1CCCN(Cc2ccc(Br)cc2)C1)N1CCCCC1 (stereo unspecified)	2.0	13.9	-1.4	5.9	3.1	8.9	5.3	97.0	99.0
COc1ccc(OC)c(CN2CCN(Cc3cc(=O)oc4cc(O)ccc34)CC2)c1	0.0	-0.7	-0.2	2.5	-6.0	9.4	-14.6	91.4	94.4
O=C(O)C1C2C=CC(C2)C1C(=O)NCc1ccco1 (stereo unspecified)	16.0	3.9	-1.3	-5.0	5.4	23.7	1.1	98.2	94.8
C=CCCCCCCCCc1nc(=S)[nH][nH]1	1.0	0.0	-0.8	1.7	3.4	26.8	26.3	101.8	93.3
O=C(Nc1ccncc1)c1ccc2c(c1)S(=O)(=O)c1ccccc1C2=O	3.0	4.6	-1.5	1.3	5.9	30.2	9.6	102.5	103.5
Cc1csc(-c2cnn(-c3ccccc3)c2NC(=O)c2cccc(C(F)(F)F)c2)n1	0.0	1.9	0.8	-4.9	5.2	10.3	2.4	109.2	104.9
Cc1sc(NC(=S)NC(=O)c2ccco2)c(C#N)c1C	5.0	-0.6	0.0	-3.5	7.5	4.6	3.5	105.5	102.5
Cc1cccc(C)c1NC(=O)C1CCCN1C(=O)OC(C)(C)C (stereo unspecified)	0.0	-2.6	1.2	-0.9	2.0	2.4	-1.9	96.5	101.2
CCNC(=O)Cc1ccc(NS(=O)(=O)c2ccc(F)cc2)cc1	0.0	1.8	-0.2	5.9	-0.9	-14.8	2.0	102.9	100.3
COc1ccc(Nc2nc(N)c([N+](=O)[O-])c(N3CCOCC3)n2)cc1	0.0	-6.2	-0.4	3.1	15.4	-6.4	1.8	99.0	101.0
O=C(CNC(=O)c1ccccc1)Oc1cccc(Cl)c1	0.0	-2.9	0.7	-1.0	7.9	3.6	3.6	107.7	90.1
Cc1sc2ncnc(Sc3ccccc3C(=O)O)c2c1C	0.0	-3.0	-1.2	1.6	4.5	8.2	1.2	92.6	98.4
O=C1N=C(N2CCCCC2)S/C1=C/C1=Cc2ccccc2OC1	1.0	0.9	-43.1*	2.0	5.0	1.4	4.3	99.0	95.9
COCCN(C(=O)CSc1nc(-c2ccccc2)cn1N)c1c(N)n(Cc2ccccc2)c(=O)[nH]c1=O	1.0	7.1	0.3	0.9	-1.2	-2.3	3.3	102.8	97.3
Cc1cc(-c2sccc2C)nc(-n2cccc2)n1	1.0	3.7	-0.1	-3.1	8.3	-3.0	-0.8	104.0	121.6
COc1ccccc1NC(=S)NNC(=O)c1nn(C)cc1Cl	0.0	-4.6	-11.1	-0.2	5.5	6.3	8.4	90.6	93.0
COc1ccc(Cc2nnc(NC(=O)CS(=O)(=O)c3ccc(C)cc3)s2)cc1OC	2.0	1.3	0.4	1.0	3.7	-8.2	1.8	98.1	97.0
COc1ccc(OC)c(NC(=O)NNC(=O)COc2ccc(F)cc2F)c1	0.0	9.3	2.6	-8.7	4.2	-8.5	0.1	88.0	89.0
COC(=O)c1sccc1NC(=O)Nc1ccc(C)c(C)c1	0.0	nt	nt	nt	nt	-15.5	nt	80.3	105.8
COc1ccc(C2(CNC(=O)c3ccc(N)cc3)CCCC2)cc1	3.0	6.8	2.2	-0.1	7.6	-1.9	11.6	98.3	104.5
Cc1ccc2ccc3cccc4ccc1c2c34	0.0	5.8	nt	nt	-0.1	22.0	-1.6	109.1	94.6
